Screening results (PubChem BioAssay)
BRCA1 expr up = increases BRCA1 expression | 380,000 tested, 1.1% active | Potency, µM (top dose mostly 46.1 µM), without a hit: top-dose activation, actives largely listed as activators | MCF7-BRCA1-FFLuc reporter, luminescence, 48 h; response scale: scaled: vehicle 0%, 10 µM genistein 100% | AID 624202; further: potency means the concentration at half of the fitted maximal effect; nearly all actives have a fitted effect of over 80% in size; some results filed as inactive show a strong effect at the top dose
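Compounds are tested at multiple concentrations on MCF7 BRCA1-luciferase reporter cells seeded at 2000 per well; after 48 h, a single luminescence end-point is taken and curves fitted to the normalized data.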
Rab9 prom act = activates the Rab9 promoter | Huh7 Rab9 promoter-luciferase reporter, luminescence, 24 h | Potency, µM (highest dose often 9.22 µM), for the others: at the highest dose activation, negative = inhibition, actives largely listed as activators | 320,000 tested, 2.8% active; further: potency means the concentration at half of the fitted maximal effect; % of control where 0% means no effect; nearly all actives have a fitted effect of over 60% in size
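Quantitative HTS format; Huh7 Rab9-luciferase reporter cells (1500/well) receive compound 2 h post-plating, incubate 24 h at 37 °C, then get luciferase reagent for 10 min before luminescence reading.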
p53 reactivation = mutant p53 re-activation in reporter cells | H1299 p53-A138V BP100-luciferase reporter, luminescence, 24 h | Potency, µM (doses to about 92.2 µM), for inactives: at the top dose activity change, positive = activation, most hits filed as activators | 320,000 tested, 0.063% active; further: potency means the concentration at half of the fitted maximal effect; % of control where 0% means no effect; nearly all actives have a fitted effect of over 45% in size
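H1299 (p53-null), stable ts p53-A138V + BP100-Luc; 1000 cells/well, Opti-MEM/10% FBS; cpd 4 pt, 1:5; 24 h, 37 deg C, 5% CO2; detection reagent 10 min RT; luminescence.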
FLuc modulator = counter-screen for miR-21 project: firefly luciferase inhibitors or activators; purified FLuc, Km substrates, luminescence inhibition; Potency, µM (series often up to 57.5 µM), without a hit: at the highest dose activity change, negative = inhibition, actives largely listed as inhibitors; 360,000 tested, 6.9% active; AID 588342;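 further: potency means the concentration at half of the fitted maximal effect; plate controls were vehicle for no effect and reference inhibitor for full effect; nearly all actives have a fitted effect of over 55% in size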
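Purified P. pyralis luciferase (10nM final) with 10uM D-luciferin and 10uM ATP (Km levels) in 50mM Tris acetate pH 7.5, 10mM Mg acetate, 0.01% Tween-20, 0.05% BSA; qHTS 6-point titration, ~60 µM downward; luminescence read.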
Gal4-VP16 FLuc = Gal4-VP16 reporter inhibition counter-screen; Drosophila S2 Gal4-VP16 UAS-luciferase, luminescence, 20 h; Potency, µM (highest dose often 53.6 µM), for the others: top-dose activity, negative = inhibition, most hits filed as inhibitors; 310,000 tested, 3.5% active; AID 2546;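 further: Gal4-VP16 expression switched on by copper sulfate through the metallothionein promoter; potency means the concentration at half of the fitted maximal effect; on the % scale 0 is the no-effect control and ±100 the full control effect; nearly all actives have a fitted effect of over 50% in size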
PKM2 activator = increases activity of human pyruvate kinase M2 | P14618 | purified PKM2, Kinase-Glo ATP luminescence, activation; response scale: 0% is enzyme alone, no compound | Potency, µM (series often up to 57.5 µM), without a hit: at the highest dose activation, usual class: activators | 260,000 tested, 0.34% active; further: potency means the concentration at half of the fitted maximal effect; on the % scale 0 is the no-effect control and ±100 the full control effect; nearly all actives have a fitted effect of over 55% in size
Target sequence (P14618 whole entry, looked up): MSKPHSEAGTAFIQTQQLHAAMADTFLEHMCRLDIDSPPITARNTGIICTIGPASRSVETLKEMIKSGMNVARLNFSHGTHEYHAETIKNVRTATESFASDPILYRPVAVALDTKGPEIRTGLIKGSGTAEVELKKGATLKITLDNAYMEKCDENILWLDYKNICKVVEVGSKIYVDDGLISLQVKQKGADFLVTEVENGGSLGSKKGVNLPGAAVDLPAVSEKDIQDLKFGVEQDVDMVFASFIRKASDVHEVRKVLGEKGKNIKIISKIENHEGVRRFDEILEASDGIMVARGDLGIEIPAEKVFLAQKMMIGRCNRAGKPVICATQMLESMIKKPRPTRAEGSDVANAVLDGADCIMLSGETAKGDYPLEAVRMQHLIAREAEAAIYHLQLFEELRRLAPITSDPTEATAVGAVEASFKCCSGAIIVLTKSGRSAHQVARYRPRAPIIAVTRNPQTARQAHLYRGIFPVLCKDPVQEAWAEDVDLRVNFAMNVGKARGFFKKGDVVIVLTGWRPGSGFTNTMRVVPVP
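Kinase-Glo luminescence reports ATP generated from ADP (0.1 mM) and PEP (0.5 mM) by purified hPK-M2 after 1 h at room temperature, pH 7.2 imidazole buffer; intermediate enzyme activity allows detecting inhibitors and activators.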
Menin-MLL TR inh = menin-MLL binding inhibition, Texas Red mutant peptide. O00255. Menin + Texas Red MLL mutant peptide, fluorescence polarization. 270,000 tested, 0.23% active. Potency, µM (top dose mostly 61.6 µM), inactives show at the highest dose FP activity change, negative = inhibition, usual class: inhibitors. AID 1768; active means well fitted inhibition curve with a large enough effect in the polarisation, with a control signal flat, not every such curve was filed as active; inconclusive means small, poorly fitted or top-dose-only effect, or effect the other way, or a change in a side signal; inactive means no such curve, though single readings can be large or run the other way; the % refers to the polarisation; further: potency means the concentration at half of the fitted maximal effect; % of control where 0% means no effect; many of its hits are not listed in these tables
Giardia kill = Giardia lamblia killing. Giardia lamblia trophozoite viability. activity change, % at 7.66 µM, hits read low. 340,000 tested, 0.15% active; in the data active means activity change below about -80%; inconclusive means between about -30% and that limit;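 further: parasites exposed to compound for two days anaerobically before the ATP read; on the % scale 0 is the no-effect control and ±100 the full control effect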
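Killing of trophozoites was scored by loss of ATP luminescence after a 48 hrs anaerobic exposure to compounds at 37 deg C, using 100 cells per well.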
RORg inh = inhibitors of mouse ROR gamma transcriptional activity; P51450; Drosophila S2 Gal4-RORgamma UAS-luciferase reporter, 20 h; 310,000 tested, 5.4% active; Potency, µM (titrated, usually from 53.6 µM), inactives show at the highest dose activity change, negative = inhibition, hits mostly inhibitors; further: potency means the concentration at half of the fitted maximal effect; on the % scale 0 is the no-effect control and ±100 the full control effect; nearly all actives have a fitted effect of over 60% in size
Target sequence (P51450 whole entry, looked up, the tested form may be a part): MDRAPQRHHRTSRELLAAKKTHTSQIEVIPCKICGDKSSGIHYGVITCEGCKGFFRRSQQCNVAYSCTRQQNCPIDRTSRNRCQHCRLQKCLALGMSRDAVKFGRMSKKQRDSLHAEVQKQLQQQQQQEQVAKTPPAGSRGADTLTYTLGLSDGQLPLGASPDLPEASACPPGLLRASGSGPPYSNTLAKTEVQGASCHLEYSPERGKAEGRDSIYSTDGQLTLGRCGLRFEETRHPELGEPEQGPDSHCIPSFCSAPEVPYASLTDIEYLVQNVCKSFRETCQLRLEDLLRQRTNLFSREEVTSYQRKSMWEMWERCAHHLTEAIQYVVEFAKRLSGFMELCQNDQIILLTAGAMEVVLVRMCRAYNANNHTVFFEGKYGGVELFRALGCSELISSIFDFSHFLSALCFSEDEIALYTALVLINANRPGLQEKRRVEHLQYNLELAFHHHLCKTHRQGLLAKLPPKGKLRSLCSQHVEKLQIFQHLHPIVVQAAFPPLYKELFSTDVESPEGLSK
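Drosophila S2 cells stably expressing Gal4-DBD/mouse RORγ fusion under metallothionein promoter plus UAS-luciferase; compound 1 h, then 700 uM CuSO4 induction for 20 h at ambient temperature; inhibition read as reduced luminescence.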
NPC1 prom act = activators of NPC1 promoter; Huh7 NPC1 promoter luciferase reporter, 24 h; 320,000 tested, 2.4% active; AID 485313; Potency, µM (highest dose often 9.22 µM), for the others: top-dose activation, usual class: activators;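 further: potency means the concentration at half of the fitted maximal effect; % of control where 0% means no effect; nearly all actives have a fitted effect of over 60% in size; reporter is driven by a mutant NPC1 promoter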
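Luminescence read-out of NPC1 promoter-driven luciferase in stably transfected Huh7 cells; compounds delivered in DMSO and left 24 h at 37C, 5% CO2, qHTS titration format.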
ELG1 genotox = induces genotoxicity in HEK293T cells with luciferase-tagged ELG1 | Potency, µM (top dose mostly 46 µM), inactives show top-dose activity change, positive = activation, most hits filed as activators | AID 504466 | HEK293T ELG1-luciferase reporter, luminescence, 16 h | 330,000 tested, 1.3% active; further: potency means the concentration at half of the fitted maximal effect; % of control where 0% means no effect; nearly all actives have a fitted effect of over 60% in size
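HEK293T cells expressing luciferase-tagged ELG1 were treated with compound or DMSO for 16 hr at 37°C. Luciferase activity was then read after 30 min with ONE-Glo at room temperature; rising signal flags genetic stress.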
The depositor's hits bear a star; ? = inconclusive; . = no result given; [ ] = remark or other dose. Unless noted, the call rests on the fitted dose curve; in most records, active means well fitted curve in the direction sought with a large enough effect; inconclusive means small, poorly fitted or top-dose-only effect, or another doubt; inactive means no such curve, though single readings can be large; an effect the other way counts as inactive or inconclusive. The list is partial, so the mix of outcomes need not match the whole.

SMILES	BRCA1 expr up	Rab9 prom act	p53 reactivation	FLuc modulator	Gal4-VP16 FLuc	PKM2 activator	Menin-MLL TR inh	Giardia kill	RORg inh	NPC1 prom act	ELG1 genotox
Cc1cc(NC(=O)CCC(=O)N(CC(=O)NCC2CCCO2)c2ccc(C)c(C)c2)no1 (configuration not stated)	11%	3%	0%	2%	-4%	1%	-11%	7	-13%	-2%	3%
Cc1ccc(S(=O)(=O)N(CC#N)CC#N)cc1	0%	-8%	0%	0%	4%	20%	13%	?	7%	-2%	2%
CCOC(=O)C1=C(CNCc2ccc(F)cc2)NC(=O)NC1c1cccc([N+](=O)[O-])c1 (configuration not stated)	-10%	11%	-1%	3%	-13%	?	0%	9	-2%	2%	-1%
O=C(Nc1cccc(S(=O)(=O)N2CCOCC2)c1)c1ccc(Cl)c([N+](=O)[O-])c1	-43%	-1%	1%	-1%	?	-2%	?	2	?	-2%	2%
COc1cc(/C=N/NC(N)=S)ccc1OCC(=O)Nc1ccc(C)c(C)c1	-37%	.	.	7%	?	0%	29%	9	11µM*	.	.
S=c1[nH]nc(-c2ccccc2)n1Cc1ccccc1	0%	-8%	-3%	1%	14µM*	-2%	21%	5	2.5µM*	-6%	-1%
COc1ccccc1NC(=O)NCCc1c[nH]c2ccccc12	-4%	1%	0%	-16%	0%	0%	.	-10	21%	1%	-3%
COC(=O)CN(c1ccc2c(c1)OCCO2)S(=O)(=O)c1ccccc1	8%	2%	-3%	1%	1%	16%	-1%	-4	-26%	0%	-1%
Cc1ccc(CNC(=O)c2ccc(N3CCC4(CC3)CC(c3ccccc3)=NO4)c([N+](=O)[O-])c2)cc1	0%	-3%	10%	0%	-4%	0%	0%	18	20%	-11%	-3%
O=C(CC1(O)C(=O)N(C/C=C/c2ccccc2)c2ccccc21)c1ccccn1 (configuration not stated)	-25%	8%	?	3%	7%	3%	-1%	-21	-9%	1%	-4%
CC(C)CNC(=O)COC(=O)/C=C/c1ccccc1[N+](=O)[O-]	0%	.	.	0%	-1%	-1%	9%	-11	-7%	.	.
O=C(Nc1ccc(S(=O)(=O)N2CCOCC2)cc1)c1cc(S(=O)(=O)N2CCOCC2)ccc1Cl	-44%	-8%	-15%	0%	?	-6%	.	-2	34%	0%	-12%
N=c1n(CC(=O)c2ccc(Br)s2)c2ccccc2n1Cc1ccccc1	-71%	-3%	4%	0%	14µM*	0%	.	5	10µM*	-1%	-7%
CC1Sc2ccc(S(=O)(=O)NCc3ccccc3)cc2NC1=O (configuration not stated)	-1%	0%	-7%	1%	-7%	.	.	-20	6%	-4%	-8%
O=c1[nH]c(/C=C2\C=Nc3ccccc32)c(O)n1Cc1ccccc1F	-70%	-24%	-6%	-18%	-13%[10 µM]	4%	?	3	2%	-11%	-6%
COc1cc(/C=N/NC(=O)c2ccccc2O)ccc1OC(=O)CC1SC(=O)NC1=O (configuration not stated)	13%	1%	7%	17µM*	4%	-5%	.	-4	-46%	1%	3%
O=C(COc1ccccc1O)NCCN1CCOCC1	60%	2%	0%	-3%	-13%	-2%	16%	-10	-35%	-3%	1%
NC[C@H](Cc1ccccc1)NCCCCC1CCCCC1	12%	-3%	-2%	-1%	.	.	.	-18	.	-3%	-1%
O=C1CCC(C(=O)N2CCCCCCC2)CN1Cc1cccc(C(F)(F)F)c1 (configuration not stated)	-33%	6%	-21%	3%	-2%	1%	.	31[activator]	33%	-1%	0%
Cc1cccc(Nc2nc(Cl)ncc2F)c1C	-3%	0%	.	5%	20%	-2%	-1%	-17	-18%	1%	-1%
C/C(CCc1ccc2c(c1)OCO2)=N\N=C(/N)SC1CC(=O)N(c2ccccc2F)C1=O (configuration not stated)	6%	-1%	-6%	-9%	?	1%	?	19	?	-3%	2%
O=C(CC(=O)c1ccccc1)Nc1cccnc1Cl	7.1µM*	?	?	12µM*	-5%	8%	2%	-3	0%	?	?
CN1CCN(C(=O)c2cc([N+](=O)[O-])cc([N+](=O)[O-])c2)CC1	0%	3%	11%	-4%	-10%	-3%[11.5 µM]	11%	17	-22%	-1%	-7%
CSc1nc2ccc(Nc3nc(N4CCOCC4)nc(N4CCOCC4)n3)cc2s1	-23%	-3%	-19%	1%	.	-1%	18%	7	?	-5%	-19%
CCCCN(CC)CCNC(=O)c1cc2c(=O)[nH]c3ccc(C)cc3c2s1	-43%	-5%[1.84 µM]	2%	3%	-12%	.	?	10	-58%	0%	0%
CCCc1ccc(OCc2ccc(C(=O)O)o2)c(OC)c1	-7%	0.32µM*	-3%	4.8µM*	?	0%	-9%	-3	?	0.45µM*	?
CCS(=O)(=O)N1CCN(c2ccc([N+](=O)[O-])c(NC(C)c3ccccc3)c2)CC1 (configuration not stated)	-30%	-9%	-1%	15%	-3%	-7%	22%	-2	1%	-5%	1%
COC(=O)c1c(NC(=O)COc2ncnc3ccccc23)sc(C)c1C	-35%	2%	0%	-15%	0%	-1%	-1%	-6	6%	2%	1%
COC(=O)C1=C(C)N(C)C(=O)NC1c1c(O)ccc2ccccc12 (configuration not stated)	-1%	-3%	-9%	0%	15%	2%[11.5 µM]	-6%	8	21%	1%	0%
O=C(CSc1nccn(-c2ccc(F)c(F)c2)c1=O)NC1CCCC1	-15%	0%	-1%	1%	.	.	.	-4	.	3%	-12%
COc1ccc(C(=O)Nc2ccc(-c3cn4ccsc4n3)cc2)cc1S(=O)(=O)N1CCOCC1	-24%	8%	7%	-21%	-10%	8%	10%	0	3%	-3%	-15%
CCn1c(=O)cc(OCC(=O)Nc2ccc(OC)c(OC)c2)c2ccccc21	-29%	-7%	1%	-1%	2%	-7%	-6%	3	-10%	-4%	-1%
COCC(=O)Nc1ccc(F)cc1	-8%	-7%	5%	0%	5%	-7%	2%	-13	0%	-5%	5%
CC1CCCCN1C(=S)NC(=O)c1ccccc1 (configuration not stated)	0%	-6%	-1%	3%	.	.	.	-26	.	-1%	0%
Clc1cccc(Cl)c1CN1CCN(c2ncccn2)CC1	-4%	1%	-4%	-6%	5%	3%	-20%	9	14%	1%	2%
c1ccc(CCNCCOc2ccccc2)cc1	-4%	2%	.	-1%	-6%	-1%	3%	-21	?	-6%	-2%
CCCCCCSc1nsc(NC(C)=O)n1	?	?	?	?	4%	-2%	0%	-24	33%	?	?
CCCCCN=CC1=C(O)CC(c2ccccc2)CC1=O (configuration not stated)	-16%	-4%	-1%	-1%	27%	-1%	-20%	23	56%	-2%	-3%
COc1ccc(C(CNC(=O)COc2ccccc2C)N2CCOCC2)cc1 (configuration not stated)	-31%	1%	2%	-3%	.	.	.	-14	.	-4%	0%
CCOCCn1c(CN2CCN(C)CC2)nc2c1c(=O)n(C)c(=O)n2C	-7%	1%	1%	-1%	-11%	6%	.	-2	-9%	-2%	-3%
COC(=O)C1=C(C)N(C)C(C)=C(C(=O)OC)C1c1ccccc1C	-10%	-4%	-6%	-4%	6%	-2%	6%	15	0%	0%	1%
COc1ccc2c(c1OC)C(=O)N(c1ccc(OCc3ccccc3)cc1)C2=O	5%	-4%	11%	0%	5%	.	?	-5	6%	-4%	1%
O=C(COc1ccc(Cl)cc1Cl)NC(=S)Nc1ccc(CN2CCOCC2)cc1	19%	-1%	0%	?	?	?	.	2	16µM*	-3%	-6%
COc1ccc(/C=C/C(=O)Nc2ccccc2C(F)(F)F)cc1OC	44%	12%	-6%	4%	-5%	?	14%	-7	1%	-5%	4%
NC(=O)C1CCN(C(=O)C2CCN(S(=O)(=O)c3ccccc3)CC2)CC1	-8%	-4%	-1%	-3%	0%	-2%	5%	-17	3%	8%	2%
O=C(c1ccccc1)n1c(=O)cc[nH]c1=O	14%	0%	-4%	0%	.	.	.	6	.	-1%	3%
CCCNC(=O)CSc1n[nH]c(=O)n1CCc1ccccc1	0%	3%	-4%	-3%	6%	.	-21%	-12	-30%	-1%	-4%

Full records, looked up by structure. Values in the order: BRCA1 expr up	Rab9 prom act	p53 reactivation	FLuc modulator	Gal4-VP16 FLuc	PKM2 activator	Menin-MLL TR inh	Giardia kill	RORg inh	NPC1 prom act	ELG1 genotox
O=c1[nH]c(/C=C2\C=Nc3ccccc32)c(O)n1Cc1ccccc1F as listed: -70%	-24%	-6%	-18%	-13%[10 µM]	4%	?	3	2%	-11%	-6%
O=C1CCC(C(=O)N2CCCCCCC2)CN1Cc1cccc(C(F)(F)F)c1 (configuration not stated) as listed: -33%	6%	-21%	3%	-2%	1%	.	31[activator]	33%	-1%	0%
